Screens as filed in PubChem BioAssay.
ADAM10 inh: ADAM10 inhibition, QFRET primary screen; actives 0.62% (n = 370,000); AID 720582; O14672; recombinant ADAM10, EDANS/DABCYL FRET peptide cleavage, 3 h; inhibition, % at 7 µM;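 active = inhibition above a per-campaign cutoff equal to the mean of compounds falling between control-based bounds plus 3 SD, cut at about 20% in these data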;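 also: 0% = DMSO wells while the 100% control is not disclosed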
ARFGAP1 inh: inhibitors of rat ARFGAP1. AID 651572. Arfgap1-stimulated ARF1 GTP hydrolysis, GDP FP detection. Q62848. inhibition, % at 16.5 µM. actives 0.26% (n = 360,000);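 active = inhibition above a per-plate limit, mean inhibition of low control wells plus 3 SD, cut at about 25% in these data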;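 also: 0% = DMSO wells with enzyme and 100% = wells lacking Arfgap1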
Target sequence (Q62848 1-136 limits assumed): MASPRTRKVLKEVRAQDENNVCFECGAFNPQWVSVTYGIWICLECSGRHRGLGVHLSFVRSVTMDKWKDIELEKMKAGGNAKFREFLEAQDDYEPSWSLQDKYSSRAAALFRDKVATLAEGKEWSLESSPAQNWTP
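Material: rat Arfgap1 catalytic domain, aa 1-136; also added: human ARF1(Δ1-17)-GTP substrate; compound dosing: one concentration, 16.5 µM, DMSO 1.26%; incubation: GTP hydrolysis reaction 2 h at 25 °C; measured by: Tracer-displacement fluorescence polarization with EDTA stop, 620/688 nm; evaluation: % inhibition from polarization; repeats: one replicate per compound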
PLCg1 inh: inhibitors of human phospholipase C gamma1 | purified PLC-gamma1, fluorogenic substrate, fluorescence | actives 0.84% (n = 370,000) | inhibition, % at 12.2 µM | P19174 | AID 720700; in the data active = inhibition above about 9.5%
ADAM17 inh: inhibitors of human ADAM17; recombinant ADAM17, EDANS/DABCYL FRET peptide cleavage; actives 0.83% (n = 370,000); P78536; inhibition, % at 6.95 µM;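 active = inhibition above the mean of compounds lying between control limits plus 3 SD, set per campaign, cut at about 8.5% in these data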;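 also: 0% = DMSO-only wells as the low control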
ASAP1 GAP inh: blocks human ASAP1-stimulated Arf1 GTP hydrolysis | actives 0.19% (n = 360,000) | GDP FP detection | Q9ULH1 | AID 624377 | inhibition, % at 16.5 µM; in the data active = inhibition above about 25%;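 also: 0% = vehicle with enzyme and substrate and 100% = no enzyme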
Target sequence (Q9ULH1 325-724 limits assumed): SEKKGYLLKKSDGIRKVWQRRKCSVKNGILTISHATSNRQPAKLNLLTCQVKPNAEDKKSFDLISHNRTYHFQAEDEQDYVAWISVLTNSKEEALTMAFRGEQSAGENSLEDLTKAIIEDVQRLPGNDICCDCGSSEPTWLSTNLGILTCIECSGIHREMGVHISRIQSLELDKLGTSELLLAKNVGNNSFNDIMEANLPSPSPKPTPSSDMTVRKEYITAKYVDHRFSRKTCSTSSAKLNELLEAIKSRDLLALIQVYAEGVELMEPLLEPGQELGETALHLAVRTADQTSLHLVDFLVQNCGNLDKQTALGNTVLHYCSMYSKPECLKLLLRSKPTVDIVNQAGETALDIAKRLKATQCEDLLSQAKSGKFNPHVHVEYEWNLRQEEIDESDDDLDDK
Tn6 DDE FP: disrupts Tn6 cyclic peptide binding to fibrin D-Dimer-E complex | P02675 | inhibition, % at 8.3 µM | actives 0.21% (n = 370,000) | Fibrin DD(E) TRITC-Tn6 fluorescence polarization displacement;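 active = inhibition above a per-campaign cutoff: mean of compounds within control limits plus 3 SD, cut at about 15% in these data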;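 also: 0% = median of all compound wells on the plate and 100% = blocking peptide control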
LEDGF integ inh: blocks HIV-1 LEDGF/p75-dependent DNA integration. AID 743269. actives 0.64% (n = 370,000). inhibition, % at 3.7 µM. TR-FRET IN-LEDGF/p75 DNA integration, Eu/Cy5;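 active = inhibition above the screen-wide mean plus 3 SD, cut at about 13% in these data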;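 also: signal is the Cy5 over europium emission ratio at 671 and 618 nm; 0% = plate median of compound wells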
TDP2 absorb: TDP2 (human) inhibition, absorbance primary screen; O95551; recombinant TDP2, T5PNP hydrolysis, p-nitrophenol absorbance 415 nm; inhibition, % at 12.8 µM; actives 0.34% (n = 370,000);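 active = inhibition above the mean of all tested compounds plus 3 SD, set per campaign, cut at about 25% in these data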;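 also: 0% = DMSO with enzyme and 100% = buffer with substrate but no TDP2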
Target sequence (O95551 whole entry, looked up): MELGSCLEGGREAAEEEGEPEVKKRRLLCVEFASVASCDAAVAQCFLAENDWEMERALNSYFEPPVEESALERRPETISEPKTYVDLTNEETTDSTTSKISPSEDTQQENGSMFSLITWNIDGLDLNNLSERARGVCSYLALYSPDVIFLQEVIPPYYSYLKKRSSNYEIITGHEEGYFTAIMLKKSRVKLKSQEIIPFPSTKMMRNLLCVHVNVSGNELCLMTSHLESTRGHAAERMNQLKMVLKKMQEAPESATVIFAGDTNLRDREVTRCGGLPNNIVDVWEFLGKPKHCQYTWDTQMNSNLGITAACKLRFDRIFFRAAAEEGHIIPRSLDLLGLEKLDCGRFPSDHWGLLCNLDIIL
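Test system: human TDP2 enzyme; Input: 120 nM TDP2 per well; Buffer or medium: Mg2+-containing Tris-HCl buffer, pH 7.5; Reagent: 5 mM T5PNP; Dosing: 12.8 µM single point, 1% DMSO; Incubation: reaction 2 h, 37 °C; Detection: p-Nitrophenol epi absorbance; Read-out: % inhibition relative to enzyme-containing and enzyme-free wells; Replicates: single well per compound.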
KLK7 zymogen act: activates the human kallikrein-7 zymogen. P49862. purified proKLK7, EDANS-DABCYL substrate fluorescence; 100% is mature enzyme control, 0% vehicle. activation, % at 7 µM. actives 0.9% (n = 370,000). AID 652039;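 active = activation above the mean of all tested compounds plus 3 SD, computed per campaign excluding outliers beyond control limits, cut at about 13% in these data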
Tn7 DDE FP: disrupts Tn7 cyclic peptide binding to fibrin D-Dimer-E complex | inhibition, % at 8.3 µM | AID 720508 | P02675 | FP displacement of FITC-Tn7 peptide from fibrin DD(E); 0% = median of compound wells per plate | actives 0.13% (n = 370,000);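 active = inhibition above the mean of compounds falling within the control limits plus 3 SD of them, cut at about 14% in these data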;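 also: 0% = plate median of compound wells and 100% = 10 µM Aha-Tn7 peptide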
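Assay system: human fibrin DD(E) protein / Input: 2 µM fibrin DD(E) / Benchmarks: high control of 10 µM Aha-Tn7 peptide / Measured by: fluorescence polarization of the labelled Tn7 tracer / Medium: Tris buffer with calcium and detergent, pH 7.8 / Timing: 10 min compound pre-incubation, 3 h probe incubation at room temperature / Repeats: one replicate per compound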
The depositor's hits bear a star; i = inactive.

1: CCn1c(=O)c(C(=O)NNC(=O)c2ccccc2F)c(O)c2ccccc21
2: C[C@H]1CN([C@@H](C)CO)C(=O)c2cccc(NC(=O)Nc3ccc(C(F)(F)F)cc3)c2O[C@@H]1CN(C)Cc1ccc(Cl)c(Cl)c1
3: O=C(O)c1ccc(/C=N/NC(=O)c2ccc(CN3c4cccc5cccc(c45)S3(=O)=O)cc2)cc1
4: CC(=C/c1ccc(C(C)C)cc1)/C=N/NC(=O)c1ccncc1
5: Oc1ccc(-c2onc3ccc(Cl)cc23)cc1
6: COc1ccc(CCNC(=O)CCS(=O)(=O)c2cccc3nsnc23)cc1OC
7: COc1ccc(NC(=O)CCC(=O)N2CCN(S(=O)(=O)c3ccc(C)cc3)CC2)c(OC)c1
8: Oc1ccc(C[C@H]2CNC(=S)N2CC2CCCN2C[C@H](Cc2ccc(O)cc2)N2C[C@H](Cc3ccccc3)N(CC3CCCCCC3)C2=S)cc1 (stereo partly drawn)
9: COc1ccc(NC(=O)N(C)[C@H]2C[C@H]3c4[nH]c5ccc(-c6ccc7c(c6)OCO7)cc5c4CCN3C[C@H]2[C@H](C)O)cc1
10: CCOc1ccc(CCNC(=O)COC(=O)c2ccco2)cc1OCC

assay / compound	1	2	3	4	5	6	7	8	9	10
ADAM10 inh	-27	10	-186	-4	-12	-5	-2	14	-5	-8
ARFGAP1 inh	3	-3	0	1	-6	10	3	17	8	3
PLCg1 inh	-4	-2	-228	-1	i	-2	-1	5	-35	3
ADAM17 inh	-6	6	-82	-1	-3	-4	-6	10.0*	-2	-5
ASAP1 GAP inh	-9	11	9	3	6	8	14	9	8	6
Tn6 DDE FP	0	-3	-12	3	5	8	6	-4	1	1
LEDGF integ inh	-5	-3	1	4	-2	2	0	2	-3	0
TDP2 absorb	4	-13	-10	2	4	11	-5	-11	0	-1
KLK7 zymogen act	0.1	0.1	-12	-0.7	-13	-0.5	0.0	-0.1	0.1	0.2
Tn7 DDE FP	5	-5	2	0	-4	-4	-1	-5	-4	9

11: CN(C)CCCNC(=S)N(CCCN(C)C)Cc1cc2cc3c(cc2[nH]c1=O)OCO3
12: CCN1C[C@@H]2[C@@H]3C(=O)N(C)C(=O)[C@@H]3[C@](C)(C1=O)N2C(=O)c1ccc(Br)cc1
13: CN(C)C1=NC[C@H](Cc2ccccc2)N1CCCCc1ccccc1
14: Cc1cn(C(=O)CN2C(=O)c3ccccc3C2=O)c(C)n1
15: COC(=O)C1=C(C)N(Cc2ccc(OC)cc2)C(=O)C1
16: Cc1ccc(C(=O)Nc2ncc3c(n2)CC(c2ccco2)CC3=O)cc1 (stereo not drawn)
17: CC(=O)Nc1c(C)ccc(S(N)(=O)=O)c1C
18: COc1ccc(CNC(=O)CN(C(=O)CCC(=O)Nc2nccs2)c2cccc(C)c2)cc1
19: CC(C)Oc1ccc(C(=O)N(CN2CCCC2=O)c2ccc(F)cc2)cc1
20: CCc1nc2ccc(C(=O)NCCCn3ccnc3)cn2c1N(C)Cc1cc2ccccc2s1

assay / compound	11	12	13	14	15	16	17	18	19	20
ADAM10 inh	-176	-1	-11	0	6	2	7	7	-7	4
ARFGAP1 inh	-18	0	7	1	2	1	5	13	-8	-1
PLCg1 inh	-15	-2	0	2	2	-2	4	-2	-1	-7
ADAM17 inh	-55	-2	3	-1	4	5	1	-5	-2	0
ASAP1 GAP inh	5	-14	5	-4	9	-7	7	-2	-6	-1
Tn6 DDE FP	-6	2	11	2	1	-18	7	-5	10	-2
LEDGF integ inh	2	-3	-1	0	4	3	-1	-3	-1	3
TDP2 absorb	5	-2	3	10	-19	0	11	3	-2	1
KLK7 zymogen act	1.1	-0.2	-0.1	-0.1	0.1	-0.4	-0.1	-0.5	-0.2	0.1
Tn7 DDE FP	-4	4	4	-6	-10	-10	4	13	-1	-5

21: CCOC(=O)c1cccc(NC(=O)CSc2nnc(COc3ccccc3C)o2)c1
22: COc1cccc(-c2nnc(N(C)C(=O)C3CCOC3)s2)c1 (stereo not drawn)
23: CCN(CC)S(=O)(=O)c1ccc(NC(=O)CC(NC(C)=O)c2ccccc2)cc1 (stereo not drawn)
24: Cc1ccc(S(=O)(=O)N2CCN(C(=O)COC(=O)/C=C/c3ccc(F)cc3)CC2)c(C)c1
25: COc1ccc(CNS(=O)(=O)c2ccc3c(c2)CC(C)N3C(=O)C2CC2)cc1 (stereo not drawn)
26: O=C/C=C/c1coc2ccc3ccccc3c2c1=O
27: COc1ccc(CCN(C)C(=O)CSc2nnc(-c3ccco3)o2)cc1OC
28: O=c1[nH]c(SCc2ccccc2)nc2c1cnn2-c1ccc(F)cc1
29: CC(C)=NNC1=NC(C)(C)Cc2ccccc21
30: NC(=O)Cn1nc2sc3ccccc3n2c(=O)c1=O

assay / compound	21	22	23	24	25	26	27	28	29	30
ADAM10 inh	-4	-5	-8	-10	12	1	9	6	-3	0
ARFGAP1 inh	0	3	-8	-4	-5	5	14	-2	7	-7
PLCg1 inh	0	-3	3	6	0	-10	1	4	-2	-1
ADAM17 inh	-3	-7	-6	-4	0	3	-5	2	-1	-3
ASAP1 GAP inh	4	-11	5	-11	-8	-20	0	-7	6	-3
Tn6 DDE FP	6	1	-1	0	6	2	4	6	7	7
LEDGF integ inh	-1	0	2	-4	0	8	-1	6	4	1
TDP2 absorb	6	-1	7	-1	-2	10	0	-8	12	-3
KLK7 zymogen act	-0.8	0.2	0.0	0.0	1.1	2.2	-0.1	0.5	1.0	-2.3
Tn7 DDE FP	11	-4	-2	11	3	-9	1	8	-3	-8

Sorted by value in TDP2 absorb (rising): three of the compounds above.
27: COc1ccc(CCN(C)C(=O)CSc2nnc(-c3ccco3)o2)cc1OC
21: CCOC(=O)c1cccc(NC(=O)CSc2nnc(COc3ccccc3C)o2)c1
29: CC(C)=NNC1=NC(C)(C)Cc2ccccc21

assay / compound	27	21	29
ADAM10 inh	9	-4	-3
ARFGAP1 inh	14	0	7
PLCg1 inh	1	0	-2
ADAM17 inh	-5	-3	-1
ASAP1 GAP inh	0	4	6
Tn6 DDE FP	4	6	7
LEDGF integ inh	-1	-1	4
TDP2 absorb	0	6	12
KLK7 zymogen act	-0.1	-0.8	1.0
Tn7 DDE FP	1	11	-3

New compounds follow:
31: CN(C)N1C(=O)c2c(Cl)c(Cl)c(Cl)c(Cl)c2C1=O
32: COc1ccc2c(c1OC)C(=O)N1C2SC(C)(C)[C@H]1C(=O)NCCCOC(C)C (stereo partly drawn)
33: CC(C)Cc1ccc(CN2CCC(n3nccc3NC(=O)C3CCCC3)CC2)cc1
34: COc1cccc(/C=N/NC(=O)CNC(=O)c2ccc(S(=O)(=O)N3CCCC3)cc2)c1OC
35: COC(=O)c1ccc(CO/N=C(\NC(C)=O)c2nonc2NC(C)=O)cc1
36: CC(C)(C)OC(=O)NCCCC[C@@H](C(=O)N1CCN(C(=O)OC(C)(C)C)CC1)n1cc(CCC(=O)O)nn1
37: Cc1ccc(O)c(NC(=O)C2CCCCC2)c1
38: O=C(NCc1cccc2[nH]ccc12)C1CCC(=O)N(CCc2ccccc2)C1 (stereo not drawn)
39: O=C(CCN1CCOCC1)N/N=C/c1cc([N+](=O)[O-])ccc1OC(F)F
40: O=C(CN1CCCC1)Nc1ccc([N+](=O)[O-])cc1Cl

assay / compound	31	32	33	34	35	36	37	38	39	40
ADAM10 inh	-1	-102	-1	-27	3	3	-1	-11	-3	0
ARFGAP1 inh	5	0	-10	-7	1	16	4	11	-2	-6
PLCg1 inh	-3	-45	0	-12	4	4	-1	-20	0	0
ADAM17 inh	-2	-47	1	-9	1	3	-2	-8	-1	-5
ASAP1 GAP inh	5	6	1	-10	12	5	6	3	7	-7
Tn6 DDE FP	11	-4	4	0	-8	5	6	-7	-9	-1
LEDGF integ inh	2	0	0	3	-2	4	1	-2	3	0
TDP2 absorb	-2	8	0	-1	8	0	14	-15	-6	-4
KLK7 zymogen act	-0.1	-8.9	-0.1	0.3	-0.8	0.5	0.1	0.8	0.6	0.2
Tn7 DDE FP	4	-6	-5	4	-2	-5	-4	1	-4	-2

Looked up by compound from above, two records:
35: COC(=O)c1ccc(CO/N=C(\NC(C)=O)c2nonc2NC(C)=O)cc1
31: CN(C)N1C(=O)c2c(Cl)c(Cl)c(Cl)c(Cl)c2C1=O

assay / compound	35	31
ADAM10 inh	3	-1
ARFGAP1 inh	1	5
PLCg1 inh	4	-3
ADAM17 inh	1	-2
ASAP1 GAP inh	12	5
Tn6 DDE FP	-8	11
LEDGF integ inh	-2	2
TDP2 absorb	8	-2
KLK7 zymogen act	-0.8	-0.1
Tn7 DDE FP	-2	4

The results go on:
41: C=CCn1c(SCCOc2ccc(OC)cc2)nnc1C(C)NC(=O)Cc1ccc(OC)cc1 (stereo not drawn)
42: Cc1nc2ccccc2c2oc(C(=O)N3CC(C)CC(C)C3)cc12 (stereo not drawn)
43: Cc1onc(-c2c(Cl)cccc2Cl)c1C(=O)NC(=S)N1CCOCC1
44: Cc1cc(C)c(NC(=O)COC(=O)CCn2c(C)csc2=O)c(C)c1
45: COC(=O)c1cccc(C(=O)N2CCC(CO)(Cc3ccccc3Cl)CC2)c1
46: O=C(Oc1cccc2cccnc12)c1ccco1
47: COc1ccc(-c2csc(NC(=O)C3=COCCO3)n2)cc1OC
48: O=C(CN1CCC(NC(=O)Nc2ccccc2)CC1)Nc1ccc([N+](=O)[O-])cc1
49: CCOC(=O)c1c(N)sc2c(O)c(Br)ccc12
50: CC(=O)Nc1ccccc1C(=O)C(=O)Nc1cccc(C(=O)NC2CC2)c1

assay / compound	41	42	43	44	45	46	47	48	49	50
ADAM10 inh	-5	9	-3	-2	-5	-4	0	0	-3	-3
ARFGAP1 inh	-4	-11	4	-13	-11	-4	0	-8	-6	-3
PLCg1 inh	0	3	-2	1	1	1	-1	1	-2	-2
ADAM17 inh	-5	3	0	-3	-4	-4	-6	1	-1	-1
ASAP1 GAP inh	12	-5	3	5	18	2	15	-1	1	1
Tn6 DDE FP	-1	0	1	3	-4	-6	-2	0	3	7
LEDGF integ inh	-3	4	1	2	-3	0	1	6	-3	-3
TDP2 absorb	-5	-14	6	-4	13	3	-5	5	-1	6
KLK7 zymogen act	-0.5	0.6	-0.3	0.4	0.4	0.0	-0.2	0.1	2.1	0.4
Tn7 DDE FP	2	-11	0	-8	1	3	-6	-1	-2	5
